M18AAP inhibitor = PfM18AAP inhibitors, malaria aminopeptidase, primary screen, biochemical, QFRET, recombinant enzyme | 290,000 compounds, 1.2% hits | M18 aspartyl aminopeptidase (Plasmodium falciparum 3D7) | AID 1822, 2009 | inhibition, % at 7.35 µM | H-Glu-NHMec fluorogenic cleavage;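 active = inhibition above the campaign mean inhibition over all tested compounds plus 3 SD, cut at about 28% in these data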;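 note: 0% = plate median of test compound wells and 100% = 2 mM ZnCl2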
GalR3 antag = GalR3 antagonists in HEK293 cells, primary screen, cell-based, fluorescence readout; Galanin receptor type 3 (Homo sapiens), O60755; HEK293 GalR3-CNG cAMP membrane potential fluorescence; galR3 body fused to GalR1 C-terminus; inhibition, % at 3 µM; 360,000 compounds, 0.44% hits; AID 651719, 2012;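 active = inhibition above the screen-wide average plus 3 SD, cut at about 13% in these data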;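 note: forskolin and galanin both at EC90 stimulate the cells; cAMP rise reported by CNG channel membrane potential dye signal; 0% = forskolin plus galanin with DMSO and 100% = forskolin alone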
Target sequence (O60755 1-299 limits assumed): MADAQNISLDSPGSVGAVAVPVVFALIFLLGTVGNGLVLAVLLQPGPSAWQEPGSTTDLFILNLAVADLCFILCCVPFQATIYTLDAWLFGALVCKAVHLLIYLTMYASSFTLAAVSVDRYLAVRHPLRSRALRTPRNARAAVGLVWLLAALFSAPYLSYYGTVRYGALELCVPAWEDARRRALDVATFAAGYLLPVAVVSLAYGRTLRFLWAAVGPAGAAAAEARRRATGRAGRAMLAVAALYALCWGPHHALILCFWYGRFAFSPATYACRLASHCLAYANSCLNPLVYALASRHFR
OXTR potentiate = human OXTR potentiators, primary screen, fluorescence, CHO-OTR cells, Fluo-8 calcium. 320,000 compounds, 0.061% hits. activation, % at 3 µM. Fluo-8 calcium fluorescence, potentiator mode; 0% = oxytocin EC15, 100% = EC100. Oxytocin receptor (Homo sapiens), P30559;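 active = activation above that plate's cutoff, the mean activation of tested compounds plus 3 SD, cut at about 6.6% in these data, passing the limit was not always enough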;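 note: 100% uses oxytocin at 75 nM as the full agonist control; some results filed as inactive read as strong as hits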
Target sequence (P30559 whole entry, looked up): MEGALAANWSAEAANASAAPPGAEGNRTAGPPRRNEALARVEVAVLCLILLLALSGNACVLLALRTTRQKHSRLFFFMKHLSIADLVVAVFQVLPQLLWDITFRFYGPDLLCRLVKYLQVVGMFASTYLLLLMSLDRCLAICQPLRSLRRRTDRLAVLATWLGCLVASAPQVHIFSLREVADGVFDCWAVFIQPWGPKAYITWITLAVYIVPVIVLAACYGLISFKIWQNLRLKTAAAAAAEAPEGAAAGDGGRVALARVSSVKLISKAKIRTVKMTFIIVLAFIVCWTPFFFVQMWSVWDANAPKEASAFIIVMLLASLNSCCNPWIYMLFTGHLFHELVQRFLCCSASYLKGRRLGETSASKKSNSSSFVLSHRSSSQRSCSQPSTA
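Replication – single well per compound, singlicate · Assay system – CHO cell line stably expressing human OTR · Timing – 6 min pre-incubation, 100 s read · Measure – normalized max/min fluorescence ratio, % activation · Doses – 3.0 µM, one dose · Detection – Fluo-8 calcium dye fluorescence · Probe or stimulus – oxytocin near EC15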
GPR7 antag = GPR7 receptor antagonists, primary screen, cell-based, fluorescence, single concentration; GPR7-expressing cells, fluorescence antagonist assay; inhibition, % at 4.4 µM; 290,000 compounds, 1.1% hits; AID 1861, 2009; in the data active = inhibition above about 16%, passing the limit was not always enough;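 note: cells stimulated with the agonist NPW; 0% = agonist with vehicle and 100% = vehicle without agonist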
Target sequence (P48145 whole entry, looked up): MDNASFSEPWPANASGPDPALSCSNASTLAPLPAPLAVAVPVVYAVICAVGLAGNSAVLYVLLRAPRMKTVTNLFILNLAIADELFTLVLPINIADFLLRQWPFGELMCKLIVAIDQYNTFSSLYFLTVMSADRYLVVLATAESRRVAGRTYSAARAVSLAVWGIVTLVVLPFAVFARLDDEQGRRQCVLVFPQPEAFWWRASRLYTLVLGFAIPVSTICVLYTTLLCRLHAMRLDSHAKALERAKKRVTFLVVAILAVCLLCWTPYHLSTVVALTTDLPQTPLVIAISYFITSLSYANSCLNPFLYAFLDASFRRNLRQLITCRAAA
V1R ag counter = agonists of human V1a receptor, primary screen, counter-screen for OXTR agonist project, fluorescence, CHO-V1R cells. 320,000 compounds, 0.25% hits. activation, % at 3 µM. Fluo-8 calcium fluorescence, agonist mode; 0% DMSO, 100% 3 nM vasopressin. Vasopressin V1a receptor (Homo sapiens), P37288;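 active = activation above the mean activation of all tested compounds plus 3 SD, per screening run, cut at about 20% in these data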;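 note: signal is peak over basal fluorescence ratio across a 100 second FLIPR read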
OXTR agonist = human OXTR agonists, primary screen, fluorescence, CHO-OTR cells, Fluo-8 calcium; Oxytocin receptor (Homo sapiens), P30559; Fluo-8 calcium fluorescence; normalized: DMSO 0%, oxytocin 100%; activation, % at 3 µM; 320,000 compounds, 0.32% hits;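 active = activation above the mean of all tested compounds plus 3 SD, cutoff set per screening run, cut at about 20% in these data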;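 note: peak over basal fluorescence ratio from a 100 s FLIPR kinetic read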
MEKK2wt PB1 HTS = modulators of MEK5 binding to wildtype MEKK2, primary screen, biochemical, multiplex bead flow cytometry, Alexa488-MEK5; Alexa488-MEK5 binding to MEKK2 WT; actives lie on both sides; 290,000 compounds, 1.1% hits; AID 1531, 2009; binding response (% of control), % at 10 µM; in the data active = binding response below about 67% or above about 130%
MEKK2 mut-MEK5 = MEK5 binding signal on mutant MEKK2 PB1, primary screen, biochemical, multiplex bead flow cytometry, Alexa488-MEK5; Alexa488-MEK5 binding to MEKK2 mutant; 290,000 compounds, 0.35% hits; percent response, % at 10 µM; in the data active = percent response above about 24%, passing the limit was not always enough; note: inactives centre near 1; some results filed as inactive read as strong as hits
NALP1 yeast inh = NALP1 inflammasome inhibitors in reconstituted yeast, colorimetric, S. cerevisiae, triplicate retest; S. cerevisiae NALP1/ASC/caspase-1 growth, X-gal OD620, 72 h; inhibition, % at 10 µM; 280,000 compounds, 0.61% hits; in the data active = inhibition mostly above about 24%, no sharp cut-off; inactive = mostly below about 32%; note: some compounds called inactive have numbers as strong as hits
Active calls of the source: *; . = no result given; & = joins results of further samples.

compound	GPR7 antag	OXTR potentiate	M18AAP inhibitor	MEKK2wt PB1 HTS	OXTR agonist	V1R ag counter	MEKK2 mut-MEK5	GalR3 antag	NALP1 yeast inh
NC(=O)c1ccccc1NC(=O)c1cccc(C(=O)Nc2ccccc2C(N)=O)n1	.	-0.3	.	.	0.5	1.1	.	-2.8	.
Fc1ccccc1-c1nc2c(s1)CCc1onc(-c3ccc(Br)cc3)c1-2	.	0.3	.	98.0	0.3	-0.2	-4.0	-1.0	.
CC1(C)CC(NC(=O)c2ccncc2)CC(C)(C)N1O	-6.0	-7.4	-4.2	101.0	-0.3	-1.2	-3.0	-1.2	19.3
O=C(C1CCCN(S(=O)(=O)c2ccc(Br)s2)C1)N1CCCCCC1 (configuration not stated)	6.1	-3.3	-0.6	106.0	2.4	3.8	14.0	0.0	33.8
CCOCCCNC(=O)CCC(=O)NNc1nc2ccccc2c2nc(C)nn12	-14.7	-8.9	23.9	94.0	-1.0	0.8	-11.0	-2.6	-0.3
C/C(=N\NC(=O)c1cccc(S(=O)(=O)N2CCCC2)c1)c1cccs1	-2.0	-13.5	1.8	98.0	0.4	0.6	-6.0	1.7	10.9
CCc1ccc(NC(=O)CC2S/C(=N/N=C3CCCCCC3)NC2=O)cc1 (configuration not stated)	-10.1	.	0.9	95.0	.	.	-4.0	-3.5	16.5
CC1=C(C#N)C(=O)N(C)C(C)(C)C1	-4.8	-6.8	0.6	98.0	-0.1	0.0	3.0	-2.8	-8.5
O=C(COC(=O)C1CCC1)Nc1ncc(Cl)cc1Cl	.	6.4	.	.	0.0	0.5	.	-3.2	.
COCCCNC(=S)NCCCNc1nc2cc(C)cc(C)c2cc1C#N	0.8	-5.7	-16.8	94.0	-2.0	-1.4	-8.0	-5.8	8.4
CC(C)(C)c1ccc(S(=O)(=O)N(CCCN2CCOCC2)Cc2cccs2)cc1	2.7	-16.4	-4.9	90.0	3.0	4.2	-3.0	-4.5&-10.7	24.7
COC(=O)c1c(C(=O)OC)c(-c2cccc(Cl)c2)n2c1CS(=O)(=O)C2	5.7	-6.5	-1.0	107.0	-0.9	3.1	7.0	-9.6	-3.8
O=C1CN(S(=O)(=O)c2ccc(F)cc2)c2ccccc2N1	-18.8	2.4	-2.6	105.0	0.1	1.4	1.0	-7.8	1.8
O=S(=O)(NCc1cn2ccsc2n1)c1cccs1	27.3*	-6.2	-14.2	99.0	0.5	0.4	0.0	1.5	15.0
COc1ccc(NC(=O)Nc2ccc3c(c2)C(=O)N([C@H](C)CO)C[C@H](C)[C@@H](CN(C)C(=O)Nc2ccc(OC)cc2)O3)cc1	.	-0.9	.	.	0.9	0.7	.	-0.8	.

Gathered by group, the compounds so far containing a cyano group
compound	GPR7 antag	OXTR potentiate	M18AAP inhibitor	MEKK2wt PB1 HTS	OXTR agonist	V1R ag counter	MEKK2 mut-MEK5	GalR3 antag	NALP1 yeast inh
CC1=C(C#N)C(=O)N(C)C(C)(C)C1	-4.8	-6.8	0.6	98.0	-0.1	0.0	3.0	-2.8	-8.5
COCCCNC(=S)NCCCNc1nc2cc(C)cc(C)c2cc1C#N	0.8	-5.7	-16.8	94.0	-2.0	-1.4	-8.0	-5.8	8.4

(continued)
compound	GPR7 antag	OXTR potentiate	M18AAP inhibitor	MEKK2wt PB1 HTS	OXTR agonist	V1R ag counter	MEKK2 mut-MEK5	GalR3 antag	NALP1 yeast inh
Cc1cccc(NC(=O)c2ccccc2OCC(=O)N2CCCC2)c1C	-5.0	-6.7	5.1	100.0	-0.2	-0.1	1.0	.	13.5
COc1ccccc1CN(C)C(=O)C(NC(=O)Cc1cccc2ccccc12)C(C)C (configuration not stated)	-4.7	-12.3	7.4	101.0	0.4	1.8	6.0	-8.1	13.1
Cc1nn(-c2ccccc2)c(Cl)c1/C=N/NC(=O)c1ccccc1F	-10.6	-8.7	2.4	100.0	-1.0	-0.4	6.0	-5.1	-0.8
Cc1cc(C)c(NC(=O)COC(=O)C23CC4CC(CC(O)(C4)C2)C3)c(Cl)c1	.	-7.7	.	.	2.4	0.9	.	1.8	.
COC(CNC(=O)c1ccc2nc(-c3ccccc3)c(-c3ccccc3)nc2c1)OC	0.3	-16.2	-13.6	101.0	-0.9	-0.5	0.0	1.4	1.3
C=CCOCCN(CC)CC	-9.0	.	-2.5	102.0	.	.	3.0	-11.7	9.6
C=CCn1c(Sc2nncn2C)nc2c1c(=O)[nH]c(=O)n2C	2.2	-6.6	-1.9	100.0	1.0	-0.4	2.0	-1.1	-1.5
CCOc1ccccc1COC(=O)c1cccc(-n2cnnn2)c1	10.4	-16.8	2.7	96.0	-2.0	-0.9	-4.0	-3.5	-28.7
CCN1CCN(c2nc(-c3ccccn3)nc3ccccc23)CC1	-4.0	0.5	5.5	89.0	-0.7	-0.7	-8.0	-2.6	8.9
O=C(O)c1ccc(OCC(O)Cn2cnc3ccccc32)cc1 (configuration not stated)	-1.0	-3.5	-3.5	100.0	0.6	1.1	1.0	-6.6	5.6
Cc1ccccc1CN1C[C@@H]2C[C@@H](c3cnc(N4CCOCC4)s3)N3CCC[C@@]23C1=O	-5.8	-2.6	4.9	91.0	0.6	0.9	-8.0	-5.0	-5.4
Cc1oc(S(=O)(=O)N2CCCC2)cc1C(=O)Nc1ccc(F)cc1	0.0	4.7	-1.8	101.0	0.5	6.3	2.0	-1.2	-10.7
Cc1ccc(C2(c3noc(CN(C)Cc4cnn(C)c4)n3)CCCC2)cc1	-7.1	-16.4	1.3	95.0	-1.1	0.4	-4.0	-2.2	-1.0
Cc1ccc(N(CC2CO2)S(=O)(=O)c2ccc([N+](=O)[O-])cc2)cc1 (configuration not stated)	-4.1	0.5	-8.8	101.0	-0.8	1.0	0.0	-9.1	15.7
CC(C)Cc1cc(C(=O)N2CCC(N3CCC(C(=O)N4CCOCC4)CC3)CC2)n[nH]1	-2.2	-6.1	-4.7	97.0	0.7	0.7	0.0	-2.1	8.2
Cc1ccc(C(c2c(C)nn(-c3ccccc3)c2N)c2c(C)nn(-c3ccccc3)c2N)cc1	-5.1	-1.6	1.1	96.0	-0.2	-0.5	-1.0	-6.0	29.6
O=C(CSC(=S)N1CCCC1)c1cc(Br)cc(Br)c1O	-6.3	-7.7	15.2	92.0	1.8	0.7	-7.0	-5.3	15.6
CCOc1ccc(CCNC(=O)C2CCN(c3nnc(-n4cccc4)s3)CC2)cc1OCC	-19.9	3.4	-2.7	95.0	-2.5	-1.0	0.0	-2.5	0.2
C[C@H]1CN=C(N(C)C)N1CCC1CCCC1	.	-4.0	.	.	0.1	-0.1	.	-6.1	.
Cn1c(-c2cccc(F)c2)nc2c1c(=O)[nH]c(=O)n2Cc1ccccc1	-9.8	-9.0	-5.6	97.0	-0.2	0.3	-6.0	-7.4	35.2
CCSc1nc(O)cc(=O)[nH]1	-1.9	-11.1	-2.7	112.0	-0.2	-0.1	3.0	-6.0	16.1
CC(Sc1nnc(Cc2cccs2)n1C1CCCCC1)C(=O)NCc1ccco1 (configuration not stated)	12.0	-5.5	-10.4	100.0	-1.5	-1.6	-2.0	-1.4	2.2
CCCCN(CC)CCNc1c(N2CCN(C(=O)OCC)CC2)c(=O)c1=O	-1.6	-2.4	3.1	100.0	-0.7	-0.3	2.0	-6.0	15.8
Cc1ccc(CNC(=O)C2CCC(CNc3nc(=S)[nH]c4ccccc34)CC2)cc1 (configuration not stated)	5.4	-2.9	7.1	90.0	0.1	-0.4	-10.0	-6.6	25.1
CCOC(=O)c1cccc(NC(=O)CCn2nnc3ccccc32)c1	-8.5	-8.6	1.9	103.0	0.5	0.7	-2.0	1.1	-2.5
CC(C)Cc1nc2sc3c(=O)[nH]cnc3c2c2c1CCCC2	-14.7	1.5	0.9	100.0	-0.3	0.6	-2.0	-4.3	23.6
Cc1ccccc1NC(=S)NNC(=O)c1ccoc1C	3.4	2.4	11.6	109.0	0.4	0.2	6.0	-3.6	-13.8
Cn1c(SCC(=O)N2c3ccccc3Sc3ccccc32)nnc1-c1ccco1	2.7	-5.5	2.3	99.0	0.0	0.3	-6.0	-4.4	39.1
COC(=O)CSc1nnc(NC(=O)/C=C\c2ccc3c(c2)OCO3)s1	2.3	-8.6	3.1	96.0	0.3	1.0	-1.0	-2.5	31.4
Cc1ccccc1-c1ccc(=O)n(CC(=O)Nc2ccc(C(=O)N3CCCC3)cc2)n1	6.1	-8.4	0.3	112.0	-1.4	0.3	6.0	2.0	10.9
Cc1ccc(NC(=O)c2nn(C34CC5CC(CC(C5)C3)C4)cc2[N+](=O)[O-])cc1	1.4	-3.4	9.7	101.0	-0.7	-0.3	4.0	-7.3	-4.9
NS(=O)(=O)c1ccc(NC(=O)CSc2ccc3ccccc3n2)cc1	6.2	-4.7	7.7	102.0	4.9	4.8	9.0	-6.1	3.5
COc1ccccc1CNC(=O)C(=O)Nc1ccc(C(=O)N2CCC(C)CC2)cc1	-1.7	-4.3	4.3	106.0	0.9	0.2	7.0	-10.1	8.8
CCOc1ncccc1C(=O)Nc1ccc(C)cn1	-13.9	.	-3.3	107.0	.	.	3.0	-0.7	4.4
CCn1nnc(NC(=O)Cc2ccc(Cl)cc2)n1	-2.5	-9.1	3.1	99.0	-1.4	-0.4	-4.0	4.1	4.3
COc1ccc(CC(=O)NCC2CCCN(Cc3ccc(OC)cc3F)C2)cc1 (configuration not stated)	-13.5	-6.0	-5.7	103.0	-0.3	-0.6	4.0	-10.9	11.0
Cc1ccc(S(=O)(=O)N(C)Cc2ccccc2)cc1C(=O)N1CCCCC1	17.5	1.2	-15.2	95.0	1.7	6.4	-6.0	-4.4	20.3
CCCn1c(C)cc(C)c(C#N)c1=O	5.8	-2.6	-5.9	103.0	0.5	0.1	-1.0	-8.3	17.8
CCn1c(SCC(=O)Nc2nccs2)nnc1-c1cccnc1	11.2	-5.5	1.8	102.0	0.3	0.3	2.0	1.0	0.8
O=C(NNC(=O)c1cccs1)c1ccc(Cl)c([N+](=O)[O-])c1	5.3	-0.7	-11.2	99.0	-0.1	1.4	-1.0	-3.1	14.4
Cc1nn(CC(=O)NCc2ccc(OC(C)C)cc2)c(=O)c2cc(-c3ccccc3)nn12	-1.5	-1.6	5.4	98.0	0.8	0.5	3.0	.	0.7
CCCCOc1ccc(C(=O)NCC(=O)NC2CCC(C)CC2)cc1 (configuration not stated)	.	-8.1	.	.	-0.7	0.2	.	-5.1	.
Nc1ccc2oc(-c3cccc4ccccc34)nc2c1	29.3	-4.6	1.5	98.0	0.3	-0.7	-2.0	-0.9	-6.4

Assay outcomes deposited in PubChem BioAssay by several laboratories.
